Screens deposited in PubChem BioAssay by several laboratories.
PKA-R1A act: activators of PKA-R1A holoenzyme, primary screen, biochemical, fluorescence polarization, Cy5-IP20, bovine R1A, mouse PKAc | cAMP-dependent protein kinase type I-alpha regulatory subunit (Bos taurus) + … | PKA-R1A dissociation; scaled: DMSO 0%, 113 µM cGMP 100% | activation, % at 11.4 µM | hit rate 0.083% among 340,000 | AID 504707, 2011;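 active = percent activation above the mean of all tested compounds plus 3 SD, cut at about 19% in these data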;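 also: higher means more PKAc released from R1A so a rise in polarization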
HTR5A ag ctr: HTR5A agonists in luminescence cell assay, primary screen, counter-screen for OPRM1-OPRD1 heterodimer agonist project, full-deck HTS; 5-hydroxytryptamine receptor 5A (Homo sapiens), P47898; cell-based; activation, % at 9.3 µM; hit rate 0.61% among 340,000; AID 504692, 2011; in the data active = activation mostly above about 9.5%, no sharp cut-off; inactive = mostly below about 7.6%;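 also: 0% = cells with vehicle only and 100% = reference agonist; strong numbers were not always called active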
E coli growth: E. coli V3065 growth inhibition, primary screen, counter-screen for AddAB inhibitor project, absorbance, OD600; hit rate 0.27% among 330,000; inhibition, % at 11.9 µM; 18 h;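 active = inhibition above the campaign's mean inhibition across all tested compounds plus 3 SD, cut at about 9.9% in these data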;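 also: uninfected addAB+ strain grown without phage in ampicillin broth; 0% = DMSO wells and 100% = ciprofloxacin 0.95 µg/ml wells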
PKA-R2B activ: activators of PKA-R2B holoenzyme, primary screen, biochemical, fluorescence polarization, Cy5-IP20, human. cAMP-dependent protein kinase catalytic subunit beta (Homo sapiens) + cAMP-dependent …. PKA-R2B holoenzyme dissociation; R2B truncated from residue 108, S112A mutant; 0% DMSO only, 100% 113 µM cGMP. activation, % at 11.4 µM. hit rate 0.079% among 340,000. AID 504700, 2011;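 active = activation above a cutoff set at the mean over all compounds plus 3 SD, cut at about 18% in these data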;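 also: higher means more holoenzyme dissociation and a rise in polarization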
Target sequence (P31323 whole entry, looked up, other chains not shown, the tested form may be a part): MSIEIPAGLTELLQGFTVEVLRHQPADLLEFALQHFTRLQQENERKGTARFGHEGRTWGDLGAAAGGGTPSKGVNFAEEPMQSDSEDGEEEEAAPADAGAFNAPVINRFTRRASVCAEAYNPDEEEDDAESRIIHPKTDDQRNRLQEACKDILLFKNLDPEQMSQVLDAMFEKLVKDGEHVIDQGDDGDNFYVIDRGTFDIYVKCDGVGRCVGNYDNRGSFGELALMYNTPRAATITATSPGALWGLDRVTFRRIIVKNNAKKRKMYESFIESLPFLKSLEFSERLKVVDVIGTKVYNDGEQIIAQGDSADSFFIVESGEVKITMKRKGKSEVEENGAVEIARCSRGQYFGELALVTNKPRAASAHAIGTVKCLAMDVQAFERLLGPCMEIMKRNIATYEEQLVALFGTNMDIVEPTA
HTR5A inv ctr: HTR5A inverse agonists in luminescence cell assay, primary screen, counter-screen for OPRM1-OPRD1 heterodimer inverse agonist project, full-deck HTS; 5-hydroxytryptamine receptor 5A (Homo sapiens), P47898; HTR5A cell line, inverse agonism; inhibition, % at 9.3 µM; hit rate 0.083% among 340,000; in the data active = inhibition mostly above about 23%, no sharp cut-off; inactive = mostly below about 18%;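 also: 0% = cells with DMSO and 100% = no-cell wells with DMSO; some compounds called inactive have numbers as strong as hits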
Tat transport: E. coli Tat export inhibitors, primary screen, MC4100, TorA-mCherry reporter, fluorescence, single point. inhibition, % at 10 µM. hit rate 0.036% among 340,000. AID 488895, 2010;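 active = mean replicate inhibition at least 50% and at least half of replicates individually reaching 50%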;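 also: exported cargo escapes ClpAP degradation while cytoplasmic cargo is degraded and loses fluorescence; 0% = median of neutral control wells and 100% = median of NaSCN control wells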
phage Ecoli inh: growth loss of phage-infected E. coli, primary screen, RecBCD inhibitor project, absorbance, with phage, HTS | inhibition, % at 11.9 µM | hit rate 0.26% among 360,000; in the data active = inhibition above about 11%
Mot1-301 SUMO: yeast Mot1-301 growth rescue at high temperature, primary screen, SUMOylation pathway inhibitor project, S. cerevisiae, ATP luminescence, 38.5C; S. cerevisiae Mot1-301 growth rescue; percent above DMSO median, 100 means doubled; growth rescue, % at 18.8 µM; hit rate 1% among 320,000;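 active = every valid replicate shows activation above 250% relative to neutral control wells; inactive = the rest, any valid replicate at or below 250%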;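 also: OY570 slx delta 5 strain wells were the positive control but not used for scaling; some compounds called inactive have numbers as strong as hits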
DAGLB inhibitor: DAGLB lipase inhibitors, primary screen, biochemical, fluorescence, HTS; Diacylglycerol lipase-beta (Homo sapiens), Q8NCG7; hit rate 0.059% among 340,000; inhibition, % at 5.17 µM; HEK293T DAGLB membrane lysate, EnzChek fluorogenic substrate; AID 504411, 2011; in the data active = inhibition above about 34%;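 also: 0% = enzyme with vehicle and 100% = wells lacking enzyme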
Target sequence (Q8NCG7 whole entry, looked up): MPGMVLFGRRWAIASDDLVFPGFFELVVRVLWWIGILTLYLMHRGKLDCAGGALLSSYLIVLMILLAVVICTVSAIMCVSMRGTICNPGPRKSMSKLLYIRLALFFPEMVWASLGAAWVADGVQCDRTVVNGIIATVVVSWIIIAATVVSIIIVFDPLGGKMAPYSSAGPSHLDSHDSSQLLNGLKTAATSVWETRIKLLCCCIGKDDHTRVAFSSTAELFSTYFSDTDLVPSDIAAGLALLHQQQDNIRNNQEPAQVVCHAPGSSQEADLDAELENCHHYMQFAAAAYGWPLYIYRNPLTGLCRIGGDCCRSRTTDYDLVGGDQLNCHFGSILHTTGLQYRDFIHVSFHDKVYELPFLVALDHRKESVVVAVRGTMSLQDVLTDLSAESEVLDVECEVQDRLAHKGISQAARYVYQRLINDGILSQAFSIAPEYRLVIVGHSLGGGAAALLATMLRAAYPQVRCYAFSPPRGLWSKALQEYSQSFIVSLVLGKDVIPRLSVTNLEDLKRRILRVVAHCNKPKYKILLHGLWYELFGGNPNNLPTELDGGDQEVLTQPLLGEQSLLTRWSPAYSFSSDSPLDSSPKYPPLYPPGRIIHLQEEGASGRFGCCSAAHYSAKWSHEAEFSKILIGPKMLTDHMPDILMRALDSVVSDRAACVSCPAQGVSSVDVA
AddAB inh: growth inhibition of E. coli expressing H. pylori AddAB, primary screen, AddAB inhibitor project, absorbance | inhibition, % at 11.9 µM | hit rate 0.29% among 330,000; in the data active = inhibition above about 12%;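 also: 0% = vehicle wells of infected cells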
CDK5 inh: inhibitors of human CDK5/p35 kinase, primary screen, biochemical, single concentration | hit rate 0.01% among 330,000 | inhibition, % at 10 µM | Recombinant CDK5/p35, ADP-Glo luminescence, 60 min | Cyclin-dependent kinase 5 (Homo sapiens) + Cyclin-dependent kinase 5 activator 1 (Homo …;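 active = highest replicate inhibition of at least 50% and at least 75% of replicates reaching 50%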;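 also: plate controls were DMSO neutral control for no effect and GW8510 at 10 µM for full effect; many of its hits are not listed in these tables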
* marks the source's active call; other numbers are inactive results; . = not tested or not shown.

SMILES	PKA-R1A act	HTR5A ag ctr	E coli growth	PKA-R2B activ	HTR5A inv ctr	Tat transport	phage Ecoli inh	Mot1-301 SUMO	DAGLB inhibitor	AddAB inh	CDK5 inh
COc1ccc2c(/C=C/c3cc[n+](C)cc3)c[nH]c2c1	0	1	0.7	11	-3	-7	3.7	6	-3	-0.7	-0.5
Cc1cc(C)nc(NC2=NCC(=O)N2c2ccc(Cl)cc2)n1	-6	4	1.7	-6	-13	1	3.2	9	-2	-1.2	-0.7
COc1cccc2cc(C(=O)C3=C(O)C(=O)N(CCN(C)C)C3c3ccc(Cl)cc3)oc12 (stereo not given)	-2	-5	-0.5	-9	-1	1	3.9	-4	1	0.9	1.8
Cc1cc(C)c(C(=O)/C=C/c2cccs2)c(=O)[nH]1	-6	-4	0.9	-6	5	10	-0.1	-2	2	5.1	0.4
O=C(c1ccco1)N1CCN(Cc2cn[nH]c2-c2cccc3ccccc23)CC1	-3	-1	0.8	-3	16	11	1.4	-23	-4	-0.8	-2.4
NNC(=O)COc1cccc(Oc2ccccc2)c1	-3	1	-0.4	-4	-2	-4	2.9	0	-8	2.1	2.0
CCCC(=O)N1CCN(c2ccc(NC(=O)c3cc4ccccc4o3)cc2)CC1	-6	11	1.6	1	14	0	1.1	12	-2	2.4	-1.0
CSc1ccc(C(=S)N2CCN(CCO)CC2)cc1	6	0	1.5	3	-14	8	2.5	6	0	2.4	3.2
C=C1CCN([C@H](C(=O)NCc2ccccc2)C(C)C)S(=O)(=O)c2ccccc21	-9	5	0.7	9	-3	12	3.8	33	2	2.6	2.4
O=C(N1CCOCC1)N1CCN(CC(O)COc2ccc3ccccc3c2)CC1 (stereo not given)	-11	-1	-3.6	-5	2	5	-1.8	5	-1	2.1	-3.0
CCOc1ccc(-n2ccc(=O)c(C(=O)Nc3ccc(S(=O)(=O)N4CCOCC4)cc3)n2)cc1	3	0	-0.2	2	15	-4	1.9	6	1	-0.3	0.6
CC(C)CCN1CCN(Cc2nc(-c3ccc(F)cc3)cs2)CC1CCO (stereo not given)	-1	4	1.7	5	-12	2	0.5	24	-1	-0.2	1.6
CCOc1ccc(N2C(=O)/C(=C/c3ccc(C)o3)N(C)C2=S)cc1	-9	4	1.9	-1	-6	-2	3.6	-16	-1	3.2	0.1
CC(NC(=O)Nc1ccc(O)cc1)(C(F)(F)F)C(F)(F)F	-6	-1	1.4	-9	5	-16	3.0	6	2	-0.4	2.4
Cc1nnc(SCC(=O)NNC(=O)c2ccc(Cl)cc2)n1CC1CCCO1 (stereo not given)	-6	-4	-1.2	2	-20	16	5.0	18	0	1.3	-4.6
Cc1cccc(NC(=S)NNC(=O)c2sccc2C)c1	-10	0	0.6	3	13	8	1.6	-2	-1	2.4	-0.5
CC(=O)Nc1ccc(OC(F)(F)C(F)C(F)(F)F)c(NC(C)=O)c1 (stereo not given)	4	-5	0.7	4	-21	-8	0.9	-8	-1	-1.2	-1.7
CN(C)CCN1C(=O)C(=O)/C(=C(/O)c2ccc(S(=O)(=O)N3CCOCC3)cc2)C1c1ccccc1 (stereo not given)	-2	1	-0.6	-1	-5	2	3.6	315*	-3	4.2	4.4
CCOc1ccc(Cn2c3ccc(OC)cc3c3nc4ccccc4nc32)cc1OC	-5	-4	-0.2	-8	-13	1	0.6	15	-1	1.7	1.9
CC(=O)c1cc2c(cc1NC(=O)CCCC(=O)O)OCO2	9	4	1.5	-4	8	-8	-0.5	-3	2	1.9	0.3
C=CCNC(=O)CSc1nnc(-c2ccc(S(=O)(=O)N3CCCC3)cc2)n1C	1	-2	0.1	7	7	6	2.1	-21	-1	4.2	0.4
O=C(COc1ccccc1[N+](=O)[O-])N(C1CCCCC1)C1CCS(=O)(=O)C1 (stereo not given)	-9	2	0.5	0	-6	-2	3.8	57	0	0.4	0.1
S=C1NC2(CCCCCC2)N=C1c1ccccc1	-8	2	3.5	-6	-7	-2	2.0	48	-1	0.5	-2.7
Cc1cc(=O)[nH]c(N/N=C/c2cn(CCC#N)nc2-c2ccccc2)n1	-3	1	1.3	5	-12	-1	3.2	4	0	4.0	-4.2
CN1CCN(S(=O)(=O)c2ccc(Nc3cccc(Cl)c3)c([N+](=O)[O-])c2)CC1	-5	1	1.2	-1	-4	2	-0.3	3	2	2.0	0.3
O=C(Nc1nccs1)c1ccc([N+](=O)[O-])cc1	-13	5	1.8	2	-15	-9	1.7	-2	-3	0.4	0.3
O=C(Nc1cccc(NC(=O)c2ccco2)c1)c1ccc([N+](=O)[O-])cc1	-7	-3	1.0	2	10	-7	2.4	-17	0	1.6	-0.9
O=C(c1cc2ncc(CCCl)cn2n1)N1CCCCCC1	-3	-3	-3.0	-5	4	0	3.8	-4	0	1.5	1.5
Cc1ccc(N=c2c([N+](=O)[O-])nn(-c3ccc4c(c3)OCCO4)n2O)cc1F	-1	4	-0.4	-1	-9	-2	2.0	8	5	0.2	0.3
CNC(=S)N1CCN(c2nc(-c3ccc(F)cc3)cs2)CC1	-2	-1	-0.1	7	-15	-5	0.6	-8	-2	1.4	0.1
CCC(=O)OCCn1c(Br)nc2c1c(=O)[nH]c(=O)n2C	-2	1	-0.9	-5	5	3	1.7	-2	-3	4.5	1.9
O=S(=O)(c1ccc(SCCO)nc1)N1CCCC1	3	0	-1.8	-3	-24	-2	1.7	125	-2	-0.2	-0.5
CCOc1ccc(NC(=O)CN(C)C(=O)C2CC(=O)N(c3ccc4c(c3)OCCO4)C2)cc1OCC (stereo not given)	0	4	-0.2	4	-11	8	0.0	220	0	-0.3	-0.7
COc1ccc(N2CCN(c3nc(-c4cccs4)nc4ccccc34)CC2)cc1	1	-3	-0.8	-3	8	2	0.3	13	-5	0.2	-0.6
O=C(COc1ccc(Cl)cc1)Nc1cccc(-c2ccc3nncn3n2)c1	-7	3	0.4	1	2	-1	1.7	42	-5	0.0	-0.6
CC(=O)Cc1nsc(NC(=O)c2ccc(-c3ccc(F)cc3)o2)n1	3	-1	2.3	-1	6	4	-2.1	9	0	0.7	0.3
CN(C)c1ccc(NC(=O)C2C3C=CC(C3)C2C(=O)O)cc1 (stereo not given)	-189	6	.	-189	-23	-1	1.4	-24	6	.	-2.5
CCOC(=O)Cc1nnc(NC(=O)C23CC4CC(CC(C4)C2)C3)s1	1	-3	1.9	-7	-19	4	0.8	-5	-1	1.5	0.2
CCOC(=O)c1c(C)[nH]c(C(=O)CC(=O)OC)c1C	-13	-3	2.3	-1	5	3	1.1	7	2	4.3	-1.5
C[C@H](CO)N1C[C@H](C)[C@@H](CN(C)S(=O)(=O)c2cn(C)cn2)Oc2ccc(NC(=O)NC3CCCCC3)cc2C1=O	-7	3	0.7	1	-11	9	0.9	-13	-1	3.4	0.4
Cn1c(NCc2c(O)ccc3ccccc23)nc2ccccc21	-5	-4	2.3	-7	12	-6	3.0	13	2	4.6	-0.4
O=C(c1cccc(S(=O)(=O)N2CCN(c3ccc(F)cc3)CC2)c1)N1CCN(c2ccccc2O)CC1	-14	7	.	-9	-18	5	0.5	.	3	.	-1.6
Cc1oc(-c2ccc(Cl)cc2)nc1CS(=O)CC(=O)NC(C)c1ccccc1 (stereo not given)	7	0	-3.4	-7	-1	5	2.9	11	-1	0.2	-0.7
CC(CCc1ccccc1)NC(=O)COC(=O)c1cccc(N(C)C)c1 (stereo not given)	1	3	0.2	6	-12	2	-0.9	8	-1	-2.4	0.9
CCNC(=O)/C(=C\c1ccc2c(c1)OCO2)NC(=O)c1ccc(Br)cc1	-9	0	0.3	-8	1	0	1.4	-6	-2	2.3	-1.1
Cn1c(N2CCN(C(c3ccccc3)c3ccccc3)CC2)nc2ccccc21	-12	7	0.0	5	-12	16	4.6	5	-14	1.7	0.1
CCC(=O)N1CCN(c2nc(-c3ccccc3)c3c(c2C#N)CCCC3)CC1	-10	-1	0.6	-1	-1	10	-0.2	-6	-8	0.1	0.6
CC(=O)CC1=NC(C)(C)Cc2ccccc21	5	-4	-1.8	3	10	3	1.8	0	2	1.0	-1.7
COc1ccc2[nH]c3c(c2c1)CCN1C(=O)C(CC(=O)NC(C)(C)C)C[C@H](C(=O)N2CCOCC2)[C@@]31CCC1CCCC1 (stereo not given in full)	-6	1	-2.1	-2	-5	2	0.2	.	0	-0.1	-0.9
CCCCNC(=O)O[C@@H]1C[C@H]2CCCC(=O)N3CC[C@@H](C1)[C@@H]23	-4	2	-2.1	4	-7	-8	2.4	0	1	0.7	1.8
More records follow.
SMILES	PKA-R1A act	HTR5A ag ctr	E coli growth	PKA-R2B activ	HTR5A inv ctr	Tat transport	phage Ecoli inh	Mot1-301 SUMO	DAGLB inhibitor	AddAB inh	CDK5 inh
COc1ccc(N(C(=O)c2ccco2)S(=O)(=O)c2ccccc2)cc1	-12	-3	2.2	9	-13	-5	0.2	-5	-2	2.1	-0.8
O=[N+]([O-])c1ccc(N2CCN(c3cccc(Cl)c3)CC2)cn1	2	14	0.8	-3	-37	-6	1.8	-6	1	3.9	-0.1
O=C(NC(=S)Nc1ccccn1)c1ccc([N+](=O)[O-])cc1	2	-2	-0.7	-10	-11	-3	0.8	126	-16	2.9	-0.8
C=CCn1c(CNc2ccc(C)cc2)nnc1SCC(=O)N/N=C/c1ccc(O)cc1O	-9	3	-0.4	6	-7	12	3.0	17	-2	4.0	0.7
CC(=O)N1CCC2(CC1)CC(=O)c1cc(OCC(=O)NCc3ccco3)ccc1O2	-5	2	-2.4	5	0	-9	0.0	-12	1	-0.7	1.5
CCN(CC)C(=S)Nc1ccc(Cl)c(Cl)c1	-7	1	4.7	-10	-2	17	3.7	17	-1	2.6	0.6
CS(=O)(=O)N(CC(=O)N1CCN(c2ccccc2)CC1)c1ccccc1Cl	-5	-2	0.2	-4	-30	-2	0.2	0	-1	-0.7	0.3
CCOC(=O)[C@@H]1[C@H]2COc3cc(OC)ccc3[C@H]2N2C(=O)N(c3ccc(C)cc3)C(=O)[C@@]12C	-3	7	-3.8	-1	1	3	1.4	-4	-5	2.8	-0.1

Compounds above that have a CF3 group:
SMILES	PKA-R1A act	HTR5A ag ctr	E coli growth	PKA-R2B activ	HTR5A inv ctr	Tat transport	phage Ecoli inh	Mot1-301 SUMO	DAGLB inhibitor	AddAB inh	CDK5 inh
CC(NC(=O)Nc1ccc(O)cc1)(C(F)(F)F)C(F)(F)F	-6	-1	1.4	-9	5	-16	3.0	6	2	-0.4	2.4
CC(=O)Nc1ccc(OC(F)(F)C(F)C(F)(F)F)c(NC(C)=O)c1 (stereo not given)	4	-5	0.7	4	-21	-8	0.9	-8	-1	-1.2	-1.7
